GALR2 antag: GALR2 antagonists in receptor-expressing cells, primary screen | Galanin receptor type 2 (Homo sapiens), O43603 | antagonist mode | inhibition, % at 4 µM | AID 828, 2007 | 140,000 compounds, 0.39% hits; in the data active = inhibition above about 27%;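 note: cells stimulated with galanin 1-16 at roughly its EC80; 0% = agonist challenge control and 100% = basal control without agonist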
Target sequence (O43603 whole entry, looked up): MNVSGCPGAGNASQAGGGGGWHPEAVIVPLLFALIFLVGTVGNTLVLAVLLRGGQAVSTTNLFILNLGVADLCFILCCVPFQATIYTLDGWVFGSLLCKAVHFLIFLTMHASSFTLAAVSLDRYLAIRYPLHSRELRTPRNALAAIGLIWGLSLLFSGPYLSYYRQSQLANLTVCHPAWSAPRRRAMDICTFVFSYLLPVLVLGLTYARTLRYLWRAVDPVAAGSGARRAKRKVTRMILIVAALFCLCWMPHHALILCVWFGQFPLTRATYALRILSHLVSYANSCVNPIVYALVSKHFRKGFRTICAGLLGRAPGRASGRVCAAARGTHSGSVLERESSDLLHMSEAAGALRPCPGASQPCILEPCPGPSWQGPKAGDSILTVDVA
bCat KO growth: primary screen for growth suppressors in beta-catenin knockout HCT116 cells (colon tumor, human). HCT116 beta-catenin knockout viability, CellTiter-Glo, 60 h; active compounds read low. viability, % at 10 µM. 140,000 compounds, 1.5% hits. AID 818, 2007;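 active = viability at or under a set limit, the compound median less 4 SD, cut at about 6% in these data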;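 note: 0% = Hyamine 1622 control at 20 µM and 100% = untreated cell control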
Phagocyt inh: inhibitors of macrophage phagocytosis, primary screen, imaging, J774A.1 cells, IgG beads; J774A.1 macrophage IgG-bead phagocytosis; inhibition, % at 5 µM; 110,000 compounds, 0.07% hits;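 active = inhibition above the mean of the plate negative controls plus 5 SD, cut at about 13% in these data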;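 note: phagocytic index as fraction of beads internalized from green versus red external bead signal; plate controls were DMSO negative control for no effect and cytochalasin-D positive control for full effect; some results beyond the cut were filed as inactive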
Yeast life ext: compounds extending yeast replicative lifespan, primary screen, S. cerevisiae, OD615; S. cerevisiae growth with nicotinamide; deaD strain in restrictive glucose medium; 130,000 compounds, 0.68% hits; inhibition of the nicotinamide effect, % at 10 µM;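 active = inhibition above a set limit, placed 3 SD over the median of all compounds, cut at about 26% in these data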;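 note: 0% = nicotinamide-treated wells and 100% = cells grown without nicotinamide; some compounds called inactive have numbers as strong as hits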
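Assay system: engineered S. cerevisiae DeaD replicative-lifespan strain, galactose-grown log-phase cells; Buffer or medium: CSMM-D glucose medium, restrictive; Probe or stimulus: nicotinamide 1.5 mM; Compound: single dose 10 µM compound, 0.25% DMSO; Schedule: 4 h preincubation then 48 h treatment at 30 °C; Technique: OD615 measurement.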
BB579 growth dn: growth inhibitors of yeast BB579 in restrictive medium, primary screen, yeast lifespan-shortening project, S. cerevisiae; OD615, 48 h; inhibition, % at 10 µM; 140,000 compounds, 0.51% hits; AID 804, 2007;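 active = inhibition above a set limit, 3 SD over the mean compound inhibition, cut at about 44% in these data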; note: inactives centre near -24
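Material: Saccharomyces cerevisiae DeaD strain BB579, replicative lifespan model yeast; buffer or medium: CSMM-D restrictive synthetic medium containing dextrose (glucose); compound: 10 µM single dose, DMSO 0.25%; timing: 48 h compound exposure at 30 °C after 4 h preincubation; signal: turbidity as optical density at 615 nm; benchmarks: positive control amphotericin B 10 µg/mL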
PTEN del growth: growth suppression of PTEN-null HCT116, primary screen, cell-based, CellTiter-Glo; viability, % at 10 µM; AID 827, 2007; HCT116 PTEN-null viability, 60 h; active compounds read low; 140,000 compounds, 1.2% hits;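 active = viability at or below a set limit, 4 SD under the median of all tested compounds, cut at about 3.7% in these data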;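 note: PTEN knockout HCT116 line with beta catenin targeted HCT116 as companion control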
NPY-Y2 antag: NPY-Y2 receptor antagonists, primary screen, cell-based | Neuropeptide Y receptor type 2 (Homo sapiens), P49146 | NPY-Y2 expressing cells, antagonist mode | inhibition, % at 2.7 µM | 140,000 compounds, 0.99% hits; in the data active = inhibition above about 17%;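 note: 0% = vehicle with agonist challenge and 100% = reference antagonist with challenge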
Target sequence (P49146 whole entry, looked up): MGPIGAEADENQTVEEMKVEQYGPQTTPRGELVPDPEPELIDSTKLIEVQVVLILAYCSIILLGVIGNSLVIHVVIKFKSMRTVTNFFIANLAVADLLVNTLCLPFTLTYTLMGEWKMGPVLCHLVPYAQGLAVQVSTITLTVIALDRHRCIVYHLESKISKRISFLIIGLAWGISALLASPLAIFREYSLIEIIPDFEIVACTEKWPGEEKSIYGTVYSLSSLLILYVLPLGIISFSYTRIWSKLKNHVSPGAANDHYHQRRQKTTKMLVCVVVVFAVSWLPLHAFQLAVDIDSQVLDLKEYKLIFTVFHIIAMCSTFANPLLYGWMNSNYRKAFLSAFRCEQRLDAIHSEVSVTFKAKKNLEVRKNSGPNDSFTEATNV
E-sel TNF inh: E-selectin induction blockers in HUVEC – imaging, immunofluorescence, high content, primary screen; AID 1246, 2008; HUVEC TNFa-induced E-selectin immunofluorescence; 120,000 compounds, 0.71% hits; inhibition, % at 2 µM;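 active = inhibition above the batch mean plus 3 SD, and confirmed as a hit on visual image review, cut at about 43% in these data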;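 note: 0% = TNF-stimulated DMSO wells and 100% = unstimulated control wells; not every result past the cut was called active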
Measles CPE: compounds protecting cells from measles virus cytopathic effect, primary screen, measles RdRp inhibitor project, single point, MLSMR library, absorbance; Measles virus-infected cells, CPE protection; protection (pct of control), % at 4 µM; 140,000 compounds, 1.5% hits; AID 841, 2007; in the data active = protection mostly above about 24%, no sharp cut-off; inactive = mostly below about 26%; note: some compounds called inactive have numbers as strong as hits
MRP1 act: H69AR viability gain despite doxorubicin, primary screen, MRP-1 activator project, H69AR cells, CellTiter-Glo. 140,000 compounds, 0.61% hits. viability increase, % at 10 µM. viability rescue;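 active = viability gain under doxorubicin at or above a set limit, the compound median plus 3 SD, cut at about 4.7% in these data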;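 note: MRP-1 overexpressing cells given doxorubicin 25 µM after compound pretreatment; 18-22 h compound pretreatment then 72 h with doxorubicin before readout; 0% = doxorubicin-only wells and 100% = vehicle-treated cells without doxorubicin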
An asterisk follows results filed as active; nt = no result given.

SMILES	GALR2 antag	bCat KO growth	Phagocyt inh	Yeast life ext	BB579 growth dn	PTEN del growth	NPY-Y2 antag	E-sel TNF inh	Measles CPE	MRP1 act
Cc1ccc2nc(NC(=O)CN(C)S(=O)(=O)c3cccc4nsnc34)sc2c1	-11	41	nt	-9	-8	31	3	1	10	-1.8
CCC(=O)c1cc2c(C)cc(=O)oc2c(C)c1O	3	97	0	-4	-4	107	1	-3	7	0.7
COc1ccccc1OCC(=O)NCC1CCCCC1	-8	101	-1	-15	-32	96	0	-30	1	-3.2
O=C(COC(=O)Cc1cccc(C(F)(F)F)c1)Nc1ccc2c(c1)OCCO2	2	98	-2	-3	-10	103	0	42	14	-1.9
CN(C)S(=O)(=O)N1CCN(C(=O)c2ccccc2)CC1	-1	108	-2	1	-13	94	0	3	10	-0.6
CCN(CC)S(=O)(=O)c1cc(C(=O)Nc2ccc(Cl)cn2)ccc1C	13	51	3	-7	-66	68	11	-25	3	0.9
Cc1ccc(NC(=O)Cc2sc(C)nc2-c2ccc(C)cc2)cc1	-4	91	-6	-4	-29	89	6	7	10	-0.8
O=c1c(=NNc2ccccc2Cl)c(=O)c2ccccc12	12	44	nt	-2	-29	49	1	-18	6	-6.0
Cc1nnc(Nc2ccc(C(=O)NCCO)cc2)c2ccccc12	16	95	2	-4	-18	100	1	11	14	-0.8
Cc1cc([N+](=O)[O-])nn1CCCC(=O)N1CCN(c2ccc(F)cc2)CC1	6	83	-12	0	-27	89	3	17	7	-1.1
CCCOc1ccc(-c2nnc(N)s2)cc1	-11	87	0	-12	-39	93	0	-24	9	-0.3
CCCCC(C(=O)OCC(=O)c1ccc(OC)cc1)N1C(=O)c2ccccc2C1=O (centres undefined)	2	103	nt	nt	-40	98	0	-7	2	1.9
Cc1ccc(C)c(SCC(=O)NCc2ccco2)c1	14	90	nt	-7	-25	83	5	-28	2	-2.2
Nn1c(SCC(=O)Nc2ccc3c(c2)OCO3)nnc1-c1cccc(Cl)c1	-2	92	-1	-28	-4	92	-1	28	3	-2.9
Cc1c(NC(=O)CN2CCN(C(=O)c3ccco3)CC2)c(=O)n(-c2ccccc2)n1C	0	104	nt	-9	-20	nt	5	nt	10	0.1
COC(=O)c1ccc(OC(=O)c2cccnc2)cc1	7	93	-7	-7	-27	95	2	nt	7	1.5
CCS(=O)(=O)c1ccc(O)c(NC(=O)Nc2ccccc2)c1	3	106	nt	-21	-3	92	-1	-28	14	-3.1
COc1ccc(N(CC(=O)Nc2ccc3c(c2)OCO3)S(C)(=O)=O)c(OC)c1	18	85	0	-26	-14	94	1	64*	6	-2.2
CN1CCN(C2CC(=O)N(c3ccc4c(c3)OCCO4)C2=O)CC1 (centres undefined)	-2	77	1	-5	-14	90	0	7	12	-0.8
CN1C(=O)CC(N2CCN(C(=O)c3ccccc3)CC2)C1=O (centres undefined)	-5	86	2	-8	-15	90	2	-45	16	-0.7

Among those listed so far, these have a Cl atom:
SMILES	GALR2 antag	bCat KO growth	Phagocyt inh	Yeast life ext	BB579 growth dn	PTEN del growth	NPY-Y2 antag	E-sel TNF inh	Measles CPE	MRP1 act
CCN(CC)S(=O)(=O)c1cc(C(=O)Nc2ccc(Cl)cn2)ccc1C	13	51	3	-7	-66	68	11	-25	3	0.9
O=c1c(=NNc2ccccc2Cl)c(=O)c2ccccc12	12	44	nt	-2	-29	49	1	-18	6	-6.0
Nn1c(SCC(=O)Nc2ccc3c(c2)OCO3)nnc1-c1cccc(Cl)c1	-2	92	-1	-28	-4	92	-1	28	3	-2.9

Reprinted at random: two records from the list
SMILES	GALR2 antag	bCat KO growth	Phagocyt inh	Yeast life ext	BB579 growth dn	PTEN del growth	NPY-Y2 antag	E-sel TNF inh	Measles CPE	MRP1 act
Nn1c(SCC(=O)Nc2ccc3c(c2)OCO3)nnc1-c1cccc(Cl)c1	-2	92	-1	-28	-4	92	-1	28	3	-2.9
Cc1ccc(NC(=O)Cc2sc(C)nc2-c2ccc(C)cc2)cc1	-4	91	-6	-4	-29	89	6	7	10	-0.8

The list goes on.
SMILES	GALR2 antag	bCat KO growth	Phagocyt inh	Yeast life ext	BB579 growth dn	PTEN del growth	NPY-Y2 antag	E-sel TNF inh	Measles CPE	MRP1 act
O=c1c2ccccc2nc(-c2ccccc2)n1Cc1ccc(Cl)cc1	10	67	-1	4	-13	62	5	-34	14	-3.4
CCC(C)(NC(=O)c1ccccn1)C(=O)NC1CCCCC1 (centres undefined)	8	90	nt	-3	-29	105	7	nt	4	-0.1
CN1c2ccccc2C(C)(C)C12C=Nc1c(ccc3ccccc13)O2 (centres undefined)	12	73	3	-15	-50	61	-2	-14	7	-4.0
CCn1c(SCC(=O)NC(C)(C)C)nnc1-c1ccccn1	3	103	1	-7	-9	91	0	-4	8	-1.4
COc1cc(C2C(C#N)=C(N)Oc3c2ccc2ccccc32)ccc1OCC(=O)Nc1ccc(C)cc1 (centres undefined)	7	31	nt	0	-48	32	1	nt	11	-4.3
CCOc1c(C(N)=O)c(-c2ccccc2)c2c(=O)[nH]c3ccccc3n12	2	97	0	7	-25	104	-1	nt	16	0.1
CN(C)c1cc[nH]c(=O)c1C#N	-1	91	0	-6	0	102	2	18	3	-1.6
O=C(O)C1C2C=CC(O2)C1C(=O)Nc1ccc(S(=O)(=O)N2CCc3ccccc32)cc1 (centres undefined)	0	86	2	-6	-68	89	1	12	19	-0.9
CC(C)OC(=O)c1cn(-c2ccccc2)nc1-c1ccco1	4	77	-6	-5	-83	82	1	7	8	1.7
COC(=O)Cn1c2c(c3cc(C)ccc31)CCCC2	nt	84	0	nt	-63	89	nt	nt	9	-0.3
COC(=O)NC1CSCC1OC(=O)CN1C(=O)c2ccccc2C1=O (centres undefined)	13	95	0	-6	-1	109	2	-128	7	-0.1
O=C(O)c1ccc(CSc2ncn[nH]2)cc1	9	112	-1	-4	-22	98	6	8	12	-1.7
O=C(Cn1cnc2c(nnn2Cc2ccc(Cl)cc2)c1=O)OCc1ccccc1	14	99	nt	nt	-37	98	0	1	28	-1.9
CC1(C)C2(C#N)C(N)=NC3(OCCO3)C12C#N (centres undefined)	16	102	-5	-3	-30	104	1	-23	12	-1.1
CC(C)c1cc(C(=O)Nc2cc(Br)ccc2O)no1	8	82	1	-10	-30	80	-2	11	5	-2.1
COc1ccc(-c2nc(CC(=O)O)cs2)cc1OC	-3	109	nt	-11	32	99	2	-5	4	1.0
COC(=O)c1c(N)c2ccccc2[nH]c1=O	14	89	0	-8	-40	96	3	-75	5	-0.7
Cc1c(NC(=O)COC(=O)c2c3c(nc4ccccc24)CCCC3)c(=O)n(-c2ccccc2)n1C	-1	94	-8	0	-23	88	0	nt	nt	0.7
Cc1ccc(C(C)C)c(OC(=O)/C=C/c2ccccc2)c1	3	96	1	-1	-37	91	0	25	21	-0.8
Fc1ccc(CN2CCCCCCC2)c(F)c1	24	93	-2	-13	-51	103	3	-69	4	-1.1

Single records, as listed above. Order of screens: GALR2 antag, bCat KO growth, Phagocyt inh, Yeast life ext, BB579 growth dn, PTEN del growth, NPY-Y2 antag, E-sel TNF inh, Measles CPE, MRP1 act
Shown for COC(=O)c1c(N)c2ccccc2[nH]c1=O → 14, 89, 0, -8, -40, 96, 3, -75, 5, -0.7
Shown for COC(=O)c1ccc(OC(=O)c2cccnc2)cc1 → 7, 93, -7, -7, -27, 95, 2, nt, 7, 1.5

The list goes on.
SMILES	GALR2 antag	bCat KO growth	Phagocyt inh	Yeast life ext	BB579 growth dn	PTEN del growth	NPY-Y2 antag	E-sel TNF inh	Measles CPE	MRP1 act
O=c1[nH]c2ccc(Cl)cc2c(-c2ccccc2)c1CN1CCOCC1	-9	61	nt	31	-54	56	0	nt	5	-3.9
Cc1cc(C)n(-c2ccc(OCC(=O)O)nn2)n1	-3	95	0	62	-55	110	4	-70	5	0.3
COC(=O)c1sccc1NC(=O)c1cc(C)on1	0	84	-1	-12	-51	92	2	-34	31	-2.6
COc1ccc(OCCOC(=O)c2cccs2)cc1	5	77	nt	-13	-35	63	6	17	3	0.8
COc1ccc(-c2noc(CCC(=O)NC3CCCCC3)n2)cc1OC	4	102	0	-3	-9	95	2	8	1	-0.5
COc1ccccc1NC(=O)CSc1ncn(-c2ccccc2)n1	-21	98	-2	-12	-14	107	4	23	20	-1.1
COc1ccc(/C=C/C(=O)c2ccc3ccccc3c2O)cc1CN1CCOCC1	-12	69	nt	-4	-33	69	5	10	2	-4.3
O=C1COc2ccc(C(=O)c3ccccc3C(=O)O)cc2N1	3	104	-2	-4	-39	102	5	-2	8	1.4
CCOC(=O)C1CCN(C(=O)CSC2=NCCS2)CC1	3	98	0	-9	-29	100	-1	15	5	-0.9
O=C(Nc1ccc(Cl)c(Cl)c1)C1=Cc2ccccc2OC1	5	2.6*	0	-8	-55	2.6*	6	-10	-1	-1.4
COc1ccc(OCC(=O)c2c(O)c3ccccc3oc2=O)cc1	10	110	0	35	-20	99	2	10	27	-1.4
CC(=O)c1ccc(NC(=O)Nc2ccc(Cl)cc2)cc1	5	100	-1	-10	-50	82	-5	-7	6	0.7
COc1ccc(-c2cc(C(=O)Nc3cc(OC)c(OC)c(OC)c3)no2)cc1OC	-1	89	nt	-17	-21	94	4	19	6	0.2
CCOC(=O)c1cnn(-c2ccc(C)cc2)c1N	12	108	-1	-11	22	116	-1	-1	9	1.0
CCCn1c(N)c(C(=O)CSc2nnc(C)n2Cc2ccccc2)c(=O)n(C)c1=O	-8	83	-1	-5	-5	80	2	5	4	-0.5
COC(CNC(=O)c1ccc2c(c1)nc(C)n2-c1cccc(F)c1)OC	-3	94	nt	1	-11	94	4	nt	7	-1.3
CC(=O)c1c(O)ccc2c(-c3ccccc3)cc(=O)oc12	12	96	1	-6	-5	103	12	-1	13	-1.8
COC(=O)Cn1c(=NC(=O)c2sc3ccccc3c2Cl)sc2cc(S(N)(=O)=O)ccc21	1	87	-10	-1	-38	92	2	nt	5	-2.9
COc1cccc(C(=O)Nc2nc3ccccc3[nH]2)c1	6	75	0	-6	-25	81	2	-15	12	-3.5
CCN1CCCC1CNC(=O)CSCc1nc(-c2ccccc2C)oc1C (centres undefined)	5	95	nt	1	-25	99	4	nt	14	-2.3

Compound activity from PubChem BioAssay.
